From PubChem BioAssay
ssDAF12 agonist = S. stercoralis DAF-12 nuclear receptor activators, primary screen, cell-based, luminescence, HEK293, GRIP1 co-expression, lit1-tk-luc; 370,000 compounds, 1% hits; HEK293 ssDAF-12/GRIP1 lit1-tk-luc reporter; % of 3 µM dafachronic acid response; activation, % at 6.8 µM; Nuclear hormone receptor DAF-12 (Strongyloides stercoralis);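 active = activation above the mean over all tested compounds plus 3 SD, cut at about 0.9% in these data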;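 note: 0% = DMSO-only wells and 100% = 3 µM delta7-dafachronic acid wells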
DAX1 inh-1 = DAX1 (NR0B1) inhibitors on StAR promoter, primary screen, cell-based, luminescence, SF-1 (NR5A1), full-length DAX-1; inhibition, % at 6.8 µM; 370,000 compounds, 1.1% hits; HEK293T StAR-luciferase reporter, SF-1/DAX-1 repression relief; AID 652010, 2013;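 active = inhibition above the mean over all tested compounds plus 3 SD, cut at about 3.6% in these data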;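 note: 0% = DAX-1 cells with DMSO and 100% = cells lacking DAX-1 with DMSO; higher inhibition means more luminescence from relief of DAX-1 repression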
ADAM10 inh = human ADAM10 inhibitors, primary screen, biochemical, QFRET, HTS | recombinant ADAM10, EDANS/DABCYL FRET peptide cleavage, 3 h | Disintegrin and metalloproteinase domain-containing protein 10 (Homo sapiens), O14672 | 370,000 compounds, 0.62% hits | inhibition, % at 7 µM;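 active = inhibition above a per-campaign cutoff equal to the mean of compounds falling between control-based bounds plus 3 SD, cut at about 20% in these data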;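 note: 0% = DMSO wells while the 100% control is not disclosed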
Target sequence (O14672 214-748 limits assumed): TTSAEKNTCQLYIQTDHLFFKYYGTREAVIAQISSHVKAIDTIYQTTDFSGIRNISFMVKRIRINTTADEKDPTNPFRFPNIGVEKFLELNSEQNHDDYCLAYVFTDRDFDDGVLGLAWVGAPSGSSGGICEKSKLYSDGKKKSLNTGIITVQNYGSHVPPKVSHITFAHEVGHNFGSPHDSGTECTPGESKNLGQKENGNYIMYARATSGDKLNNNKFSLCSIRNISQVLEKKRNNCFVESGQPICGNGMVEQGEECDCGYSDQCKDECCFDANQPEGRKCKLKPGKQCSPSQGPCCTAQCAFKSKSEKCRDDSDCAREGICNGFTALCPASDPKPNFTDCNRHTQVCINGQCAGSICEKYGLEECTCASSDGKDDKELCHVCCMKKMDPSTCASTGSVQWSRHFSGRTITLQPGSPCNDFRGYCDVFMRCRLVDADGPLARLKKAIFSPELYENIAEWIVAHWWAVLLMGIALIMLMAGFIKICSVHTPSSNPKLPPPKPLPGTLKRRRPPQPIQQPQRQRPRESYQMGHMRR
FXN GAA850 act = FXN promoter activators, primary screen, cell-based, luciferase luminescence, HEK293 lucGAA850; HEK293 lucGAA850 FXN promoter luciferase reporter, 24 h; percent of 10 µM SAHA response; activation, % at 6 µM; 360,000 compounds, 0.56% hits;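 active = activation above the average of all compounds screened plus 3 SD, cutoff fixed separately per campaign, cut at about 7.5% in these data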;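 note: 0% = DMSO wells and 100% = 10 µM SAHA wells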
SMARCA2 activ = SMARCA2 (BRM) function activators, primary screen, cell-based, luminescence, high throughput. 370,000 compounds, 1% hits. activation, % at 9.1 µM. MG213 cells, MMTV-luciferase reporter, dexamethasone, overnight; in the data active = activation above about 7.8%;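 note: 0% = vehicle wells and 100% = reference activator wells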
DAX1 inh-2 = DAX1 (NR0B1) inhibitors, primary screen, cell-based, HEK293, Gal4-DAX1, luciferase luminescence. Nuclear receptor subfamily 0 group B member 1 (Homo sapiens), P51843. HEK293 Gal4-DAX1 luciferase reporter. inhibition, % at 6.75 µM. 340,000 compounds, 0.99% hits. AID 504766, 2011;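 active = inhibition above the mean over all tested compounds plus 3 SD, cut at about 4.2% in these data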;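 note: 0% = DAX1-transfected cells with DMSO and 100% = empty-vector control cells with DMSO; inhibition shows as a rise in luminescence from relieved DAX1 repression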
Target sequence (P51843 207-470 limits assumed): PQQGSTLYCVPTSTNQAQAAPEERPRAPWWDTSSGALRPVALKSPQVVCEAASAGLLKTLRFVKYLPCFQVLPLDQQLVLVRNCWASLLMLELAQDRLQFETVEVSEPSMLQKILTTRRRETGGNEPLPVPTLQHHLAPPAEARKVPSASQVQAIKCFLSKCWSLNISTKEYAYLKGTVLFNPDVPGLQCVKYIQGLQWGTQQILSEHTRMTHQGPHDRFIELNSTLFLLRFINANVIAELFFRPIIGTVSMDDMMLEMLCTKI
GC-A act = GC-A stimulated cGMP production enhancers – HEK293 GC-A cells, cGMP TR-FRET, EC30 ANP, primary screen | AID 1671463, 2021 | 0% at EC30 ANP, 100% saturating ANP | Atrial natriuretic peptide receptor 1 (Homo sapiens), P16066 | activation, % at 10 µM | 370,000 compounds, 0.14% hits; in the data active = activation above about 40%
hgDAF-12 ag = H. glycines DAF-12 receptor agonists, primary screen, cell-based, luminescence, HEK293, GAL4 fusion, UAS-luciferase; HEK293 GAL4-hgDAF12 UAS-luciferase reporter, agonist luminescence; normalized to butyrate control; activation, % at 6.8 µM; 370,000 compounds, 1.8% hits; AID 687014, 2013;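 active = activation above a cutoff set at the mean of all screened compounds plus 3 SD, cut at about 10% in these data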;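 note: 0% = DMSO wells and 100% = sodium butyrate wells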
HGIII-sPLA2 inh = human group III sPLA2 inhibitors, primary screen, biochemical, QFRET, BODIPY PC-A2 liposome substrate; Group 3 secretory phospholipase A2 (Homo sapiens), Q9NZ20; QFRET BODIPY PC-A2 liposome hydrolysis, fluorescence; inhibition, % at 12.2 µM; 370,000 compounds, 0.56% hits; AID 743126, 2013;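 active = inhibition above mean plus 3 SD of compounds lying within the high and low control bounds, cut at about 19% in these data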;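 note: 0% = median of test compound wells and 100% = no enzyme DMSO wells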
hcDAF12 agonist = H. contortus DAF-12 nuclear receptor activators, primary screen, cell-based, luminescence, HEK293, lit1-tk-luc reporter; HEK293 hcDAF-12 lit1-tk-luc reporter; 0% DMSO, 100% Δ7-dafachronic acid; activation, % at 6.8 µM; 370,000 compounds, 1.4% hits; AID 652067, 2013;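 active = activation above the mean of all tested compounds plus 3 SD, cut at about 5.5% in these data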;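 note: 100% = response to 3 µM Δ7-dafachronic acid high control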
NPR2 activator = human GC-B receptor activators, primary screen, HEK293 GC-B cells, cGMP TR-FRET, EC30 CNP | Atrial natriuretic peptide receptor 2 (Homo sapiens), P20594 | 0% at EC30 CNP, 100% saturating CNP | activation, % at 10 µM | 370,000 compounds, 0.11% hits;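 active = activation at 10 µM reaching about 35% in either raw or pattern-adjusted values, limit read from the data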
Starred values were filed as active, the others as inactive; i = inactive; / = no result given.

SMILES	ssDAF12 agonist	DAX1 inh-1	ADAM10 inh	FXN GAA850 act	SMARCA2 activ	DAX1 inh-2	GC-A act	hgDAF-12 ag	HGIII-sPLA2 inh	hcDAF12 agonist	NPR2 activator
COc1cc(C(=O)NCc2ccc(C)cc2)ccc1OCc1c(C)noc1C	-1.7	-1.0	0	0.3	-2	0.7	2	-2.4	3	-1.6	4
CC1=C(C(=O)N(C)C)CC(CC(=O)NCCCCc2ccccc2)C(=O)N1Cc1ccc(F)cc1 (configuration not stated)	-0.6	-0.6	-7	0.9	-6	0.0	0	1.7	1	-0.6	-10
O=c1c2ccccc2nc(SCc2cccc(F)c2)n1-c1cccc(S(=O)(=O)N2CCCC2)c1	-1.5	-1.4	12	-1.0	-4	-1.6	0	-0.8	-5	-1.6	3
Cc1cc(C)nc(SCc2c(F)cccc2Cl)n1	-1.7	0.0	-1	1.4	1	0.6	2	0.4	-1	-1.0	-6
CC1=Cc2ccccc2C(C#N)N1C(=O)c1ccccc1 (configuration not stated)	-1.3	0.4	16	-1.7	-5	1.1	-21	1.2	-3	-0.2	-10
CC(=O)NC(C)c1nc2ccccc2n1CC(=O)N1C(C)CCCC1C (configuration not stated)	-0.7	0.1	-4	3.2	-6	-0.7	2	0.5	7	-1.3	-9
O=C(c1ccc2c3c(cccc13)C(=O)N(O)C2=O)N1CCCCC1	-1.2	0.0	-12	0.5	0	0.3	-2	-1.0	4	0.6	-9
COc1cc(-c2cccc([C@H]3[C@@H]4C=CC[C@@H](C)[C@@H]4C(=O)N3Cc3ccccc3)c2)cc(OC)c1OC	-2.2	1.0	2	-1.2	-2	-1.4	2	-0.5	-6	-2.6	1
CN(C)/C=C(\C(=O)c1ccccc1)c1nnnn1-c1ccccc1	-0.7	-0.7	2	1.9	3	2.1	3	-1.4	-15	5.6	2
Cc1ccc(NC(=S)N2CCC(c3nc4ccccc4s3)CC2)cc1	-1.1	-0.6	4	-0.8	1	0.6	/	-1.0	3	-0.1	/
Cc1cc(C(=O)CSc2nc3ccccc3c(=O)[nH]2)c(C)n1C	-0.5	1.2	-9	1.9	0	1.6	-6	1.3	-13	2.1	3
O=C(c1ccco1)N1CCN(C(c2ccccc2F)c2nnnn2Cc2cccs2)CC1 (configuration not stated)	-1.1	-0.6	-8	0.7	2	0.1	-5	-1.5	-6	-1.4	0
Clc1ccc(CN2CCN(N=Cc3c4ccccc4cc4ccccc34)CC2)cc1	-0.2	0.3	-13	/	-4	/	3	-1.0	2	-0.6	-9
Cc1ccc(Nc2nnc(C3C(=O)N(C)C4(C)CC3c3cc(Br)ccc3O4)s2)cc1 (configuration not stated)	-1.8	0.7	8	0.5	-4	-0.2	4	-0.5	3	-3.0	2
Cc1cccc(C(=O)Nc2ccc(C(=O)/C=C/c3cccnc3)cc2)c1	-0.6	-0.5	8	15*	2	0.2	21	3.3	-5	0.0	13
Cc1[nH]c2ccccc2c1C(=O)CN1CC(C)CC(C)C1 (configuration not stated)	-0.7	0.2	-6	0.5	-2	-1.8	1	0.2	-9	1.1	4
CCNC(=O)CCCOc1ccc(Cl)cc1Cl	-0.9	0.7	3	0.8	0	0.7	14	3.4	-1	2.2	0
CN(C(=O)C(Cl)Cl)c1ccc(OC(=O)c2ccco2)cc1	-1.2	-2.1	-1	1.2	-1	3.5	3	5.0	-1	-0.7	-2
Cc1ccc(/C=C2/C(=N)N3N=C(CC(=O)N4CCCC4)SC3=NC2=O)o1	-1.4	0.1	-22	0.9	6	0.1	-2	-0.4	-28	-1.0	-4
O=C(C(=O)N1CCN(c2ccc(F)cc2)CC1)c1c[nH]c2ccccc12	-1.4	-0.2	-11	0.8	-6	0.3	0	-5.7	5	-0.6	-1

Ordered by the number under DAX1 inh-1 (ascending): 3 of the compounds above
canonical_smiles	DAX1 inh-1
COc1cc(C(=O)NCc2ccc(C)cc2)ccc1OCc1c(C)noc1C	-1.0
Cc1ccc(NC(=S)N2CCC(c3nc4ccccc4s3)CC2)cc1	-0.6
Cc1cc(C(=O)CSc2nc3ccccc3c(=O)[nH]2)c(C)n1C	1.2

The results go on.
SMILES	ssDAF12 agonist	DAX1 inh-1	ADAM10 inh	FXN GAA850 act	SMARCA2 activ	DAX1 inh-2	GC-A act	hgDAF-12 ag	HGIII-sPLA2 inh	hcDAF12 agonist	NPR2 activator
CC(NC(=O)Cn1ccsc1=N)C12CC3CC(CC(C3)C1)C2 (configuration not stated)	-1.2	0.6	3	1.9	0	1.9	1	0.2	1	-1.2	3
O=C(c1cccs1)N(Cc1nc2sc3c(c2c(=O)[nH]1)CCCC3)C1CCCC1	-1.2	-0.2	-6	-6.3	-4	-1.4	2	-4.5	6	-1.9	-3
CCC(CC)c1nnc(NC(=O)c2cccc(S(=O)(=O)N3CCc4ccccc43)c2)s1	-0.6	-0.3	15	-0.5	-4	-0.2	-18	0.9	-33	1.7	-4
Cc1ccc(C)c(Oc2ncnc(N)c2[N+](=O)[O-])c1	-1.0	0.2	1	0.0	1	0.2	-1	-0.9	-2	-1.0	0
CC(C)CN1CCN(Cc2cn(C)c3ccccc23)CC1CCO (configuration not stated)	-1.0	-0.4	3	1.7	0	2.0	0	-0.5	2	1.3	2
CC(C)COC(=O)n1c(=O)oc2ccc(S(=O)(=O)N3CCCCC3)cc21	-1.5	-0.2	7	-0.8	2	-0.9	1	-3.4	-12	-1.6	4
COc1ccc(Cn2c(=O)c3[nH]cnc3n(-c3ccccc3C)c2=O)cc1	-1.3	-0.9	-5	-0.1	2	0.0	6	1.6	-9	-2.6	7
CCN1C(=O)/C(=C/c2nc3ccccc3c(=O)n2-c2ccccc2)c2ccccc21	-1.2	-0.7	5	5.1	0	1.0	-34	-0.6	0	-0.8	-32
COc1ccc(CC(=O)Nc2nc(-c3ccccc3)c(C(C)=O)s2)cc1OC	-1.8	-0.9	16	-2.0	-3	-0.6	20	-1.9	-17	-1.9	24
C[C@]12Cc3ccccc3C1CC1=N[C@@H](c3ccc(C(F)(F)F)cc3)O[C@@]13C[C@@H]2C(=O)N3C1CCN(Cc2ccccc2)CC1 (some centres not stated)	-0.5	1.8	-9	/	-2	/	0	0.8	-2	1.6	11
CN(C)C(CNC(=O)c1ccc(S(=O)(=O)Nc2ccccc2)cc1)c1ccco1 (configuration not stated)	-1.1	0.0	2	0.3	1	0.4	-3	0.2	-7	0.1	1
COc1ccccc1NS(=O)(=O)c1ccc(C(=O)NCc2ccncc2)cc1	-0.5	-0.6	6	-0.5	-2	-0.6	2	-3.1	-4	-0.9	0
CCCCc1cc(=O)oc2cc(OCC(=O)N3CCOCC3)ccc12	-1.5	-0.7	-106	1.6	-1	-0.5	-1	1.0	-1	-1.6	3
Cc1ccc(C(O)c2ncc(-c3cccc(C(F)(F)F)c3)[nH]2)cc1F (configuration not stated)	-0.8	-0.2	8	0.7	-3	/	0	2.4	-6	-1.3	-3
O=[N+]([O-])c1cc(S(=O)(=O)N2CCOCC2)ccc1N1CCCC1	-1.0	0.3	1	3.9	0	-0.5	2	1.6	-1	-1.4	-3
COc1ccccc1NC(=O)c1cc(S(=O)(=O)NC2CCCC2)ccc1F	-1.5	-0.3	9	0.2	-4	-0.6	-5	-0.1	-13	-3.3	0
O=c1cc(CCl)[nH]c2nc3ccccc3n12	0.2	0.1	i	-1.3	0	-0.8	7	-1.6	16	-1.2	-2
O=c1/c(=C/c2cccc3ccccc23)sc2ncnn12	-1.1	-0.4	-5	-0.7	-1	0.7	18	-2.5	-6	0.7	-4
Fc1ccc(CSc2ncnc3ccccc23)cc1	-2.3	-2.4	3	1.5	0	-1.2	7	1.9	-5	-0.7	-2
COCCCN1C(=O)C(CC(=O)NCCCCc2ccccc2)CC(C(=O)N2CCOCC2)=C1C (configuration not stated)	-0.2	-0.3	1	1.4	-3	1.5	2	1.2	4	-0.3	3
CCN1CCN(c2nnc(-c3ccc(C)cc3)c3ccccc23)CC1	-1.1	0.1	1	3.8	-1	-0.2	-5	1.8	2	-1.7	6
COc1cccc(CNC(=O)CCNS(=O)(=O)c2cccs2)c1	-1.3	-0.1	-1	-1.9	-4	-0.1	-1	2.1	0	0.1	-1
CCOC(=O)C1=C(C)N=C2SC(C)C(=O)N2C1c1ccc(OC(C)=O)c(OC)c1 (configuration not stated)	-0.7	0.7	-2	0.7	0	0.8	-3	-1.3	-15	-0.2	2
CCCN1CCC(=O)N(CCSc2ccc(C)cc2)CC1	-0.9	0.9	6	2.8	7	2.2	-1	3.2	-1	3.0	0
COc1ccc(NC(=O)CN(C)C(=O)CCc2c[nH]c3ccccc23)cc1	-1.0	0.1	10	-2.5	-3	-1.0	-5	-0.8	-41	-0.7	0
COc1ccc(CNc2ccc(-c3ccc(OC)cc3)nn2)cc1	-0.7	0.4	0	4.0	-1	-0.2	2	2.4	-3	2.3	1
CCCC(C)NC(=O)Cc1ccccc1 (configuration not stated)	-1.9	-0.1	1	1.4	4	-0.1	2	-1.1	-1	-1.9	-2
COc1cc(CN2CCN(CCc3ccccc3)C(CCO)C2)cc(OC)c1 (configuration not stated)	-1.8	0.9	1	-0.8	-4	-0.6	0	-1.0	5	-0.9	-2
CCCCn1c(N)c(N(CCOC)C(=O)CSc2nnc(-c3ccc(F)cc3)n2N)c(=O)[nH]c1=O	-0.9	1.2	-2	0.4	2	0.6	3	0.3	1	-0.1	1
CCOc1ccc(CC(=O)NNC(=S)NC)cc1Br	-1.3	-0.3	-1	2.5	0	/	1	0.7	6	-1.3	2
COc1ccccc1Oc1nc(C)c(C(C)=O)cc1C#N	-0.9	-0.7	0	0.4	-4	-0.4	0	-0.8	-8	-1.5	0
Cc1cccc(OCC(=O)Nc2ccc(NC(=O)c3ccco3)c(C)c2)c1	-1.5	-0.4	-3	-0.1	-3	-0.7	3	-1.6	6	-1.9	0
COc1ccc(CCCNC(=O)C2CCC(=O)N(Cc3ccc(Cl)cc3)C2)cc1 (configuration not stated)	-1.5	-3.1	-4	1.9	-2	-0.6	-2	-2.4	-7	-1.6	-1
